Screens: PubChem BioAssay, National Center for Advancing Translational Sciences (NCATS)
BAZ2B inh: blocks human BAZ2B. AlphaScreen BAZ2B-H3K14Ac peptide displacement. Potency, µM (series often up to 114 µM), for the others: top-dose activity change, negative = inhibition, hits mostly inhibitors. actives 4.4% (n = 360,000). AID 504333; also: potency is read from the fitted curve at half-maximal effect; % is scaled to controls: 0 for no effect and ±100 for the full control effect; nearly all actives have a fitted effect of over 60% in size
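Inhibition is scored as reduced AlphaScreen emission. The BAZ2B/b-H3(5-23)K14Ac complex (50 nM each) in PBS pH 7.4, 0.01% Tween-20 meets compound (up to 110 uM) for 30 min at RT before bead addition.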
JMJD2A Tudor: blocks the human JMJD2A Tudor domain | O75164 | AID 504339 | actives 4.4% (n = 390,000) | AlphaScreen JMJD2A-Tudor / H3K4me3 peptide binding | Potency, µM (top dose mostly 114 µM), without a hit: at the highest dose activity change, negative = inhibition, hits mostly inhibitors; also: potency is read from the fitted curve at half-maximal effect; % is scaled to controls: 0 for no effect and ±100 for the full control effect; nearly all actives have a fitted effect of over 50% in size
RGS4 inh: blocks human RGS4-accelerated GTP hydrolysis | Transcreener GDP fluorescence polarization, RGS4-accelerated GTP hydrolysis | Potency, µM (top dose mostly 114 µM), without a hit: at the top dose activity change, negative = inhibition, hits mostly inhibitors | actives 0.039% (n = 390,000); also: potency is read from the fitted curve at half-maximal effect; % is scaled to controls: 0 for no effect and ±100 for the full control effect; nearly all actives have a fitted effect of over 75% in size; some results filed as inactive show a strong effect at the top dose
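MLSMR compounds (23 nl, pin-transferred) preincubated 10 min at room temperature with a 500nM (2x) first reagent, then RGS4 at 900nM (2x) plus Transcreener GDP mix added; fluorescence polarization (620/688 nm) read before and after 90 min at 30 °C.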
PI4K2A inh: inhibitors of human PI4K2A; Q9BTU6; purified PI4K2A, ADP-Glo luminescence, 1 h; active compounds read low; activity change, negative = inhibition, % at 76.9 µM; actives 0.13% (n = 420,000); in the data active = activity change below about -50%; inconclusive = mostly about -30% to -49%;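 also: -100% = wells without enzyme as full effect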
Target sequence (Q9BTU6 whole entry, looked up): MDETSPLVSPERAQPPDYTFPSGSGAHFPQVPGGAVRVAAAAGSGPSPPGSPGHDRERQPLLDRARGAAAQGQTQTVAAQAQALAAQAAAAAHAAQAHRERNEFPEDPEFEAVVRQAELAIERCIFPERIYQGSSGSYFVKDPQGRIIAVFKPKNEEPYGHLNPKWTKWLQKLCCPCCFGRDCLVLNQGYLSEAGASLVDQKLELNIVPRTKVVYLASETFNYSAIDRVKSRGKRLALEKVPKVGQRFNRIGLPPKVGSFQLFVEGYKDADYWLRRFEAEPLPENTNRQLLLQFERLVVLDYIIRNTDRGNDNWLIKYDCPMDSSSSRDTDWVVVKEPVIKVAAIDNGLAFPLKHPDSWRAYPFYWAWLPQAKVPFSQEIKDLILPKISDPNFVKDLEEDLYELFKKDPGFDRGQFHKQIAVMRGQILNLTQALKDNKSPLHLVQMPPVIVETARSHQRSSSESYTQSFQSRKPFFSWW
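Compounds are screened against recombinant PI4K2A using PI as substrate and ATP, the latter dispensed at 300 microM. Reactions run one hour at ambient temperature before ADP-Glo detection; full inhibition defined by wells lacking enzyme.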
G9a inh: G9a (human) methyltransferase inhibition | Q96KQ7 | G9a H3K9 monomethylation, AlphaScreen, 2 h | Potency, µM (top dose mostly 102 µM), without a hit: at the top dose activity, negative = inhibition, actives largely listed as inhibitors | actives 8.8% (n = 350,000); also: potency is read from the fitted curve at half-maximal effect; % is scaled to controls: 0 for no effect and ±100 for the full control effect; nearly all actives have a fitted effect of over 75% in size
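Quantitative HTS format: methyltransferase activity on a biotin-tagged H3K9 peptide is measured by AlphaScreen, using a rabbit anti-monomethyl-H3K9 antibody with streptavidin donor and anti-IgG acceptor beads. Final levels are 20 nM enzyme, 500 nM peptide, 20 uM SAM; 2 h RT.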
GLS inhibitor: blocks human kidney-isoform glutaminase activity; actives 0.21% (n = 410,000); Potency, µM (highest dose often 45.5 µM), without a hit: top-dose activity change, negative = inhibition, most hits filed as inhibitors; O94925; GLS enzymatic activity, qHTS titration; also: potency is read from the fitted curve at half-maximal effect; % is scaled to controls: 0 for no effect and ±100 for the full control effect
Target sequence (O94925 whole entry, looked up, canonical isoform): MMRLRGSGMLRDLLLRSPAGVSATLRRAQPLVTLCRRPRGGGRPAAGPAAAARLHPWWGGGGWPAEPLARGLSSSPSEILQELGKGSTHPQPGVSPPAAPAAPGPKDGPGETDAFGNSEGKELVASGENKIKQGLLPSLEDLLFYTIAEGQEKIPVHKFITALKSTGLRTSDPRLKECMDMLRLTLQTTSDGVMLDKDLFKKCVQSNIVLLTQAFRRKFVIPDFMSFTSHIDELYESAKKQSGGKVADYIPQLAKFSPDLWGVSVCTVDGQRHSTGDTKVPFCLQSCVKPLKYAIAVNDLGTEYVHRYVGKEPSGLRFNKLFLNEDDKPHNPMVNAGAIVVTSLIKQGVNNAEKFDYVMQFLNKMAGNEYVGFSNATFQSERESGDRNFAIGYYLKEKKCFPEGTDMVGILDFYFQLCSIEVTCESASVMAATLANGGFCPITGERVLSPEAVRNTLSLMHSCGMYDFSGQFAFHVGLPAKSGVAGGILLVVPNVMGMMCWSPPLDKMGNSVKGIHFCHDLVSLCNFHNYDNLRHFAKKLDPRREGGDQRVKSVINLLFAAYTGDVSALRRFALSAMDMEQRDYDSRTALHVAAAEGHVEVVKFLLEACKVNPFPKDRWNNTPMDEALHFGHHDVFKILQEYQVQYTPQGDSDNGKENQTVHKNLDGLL
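Glutamate formation by hKGA was monitored fluorometrically using coupled glutamate oxidase, HRP and Amplex Red. Substrate was added as 1 mM L-glutamine solution; incubation was 30 min at RT after an initial read.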
HP1b chromo inh: HP1-beta chromodomain-methylated histone interaction inhibition; AlphaScreen HP1-beta / biotin-H3K9me3 peptide binding; Potency, µM (highest dose often 114 µM), for inactives: top-dose activity change, negative = inhibition, most hits filed as inhibitors; actives 0.56% (n = 390,000); AID 540317; also: potency is read from the fitted curve at half-maximal effect; nearly all actives have a fitted effect of over 70% in size; inactives centre near 23
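HP1-beta protein (50 nM final) preincubated 30 min at room temperature with biotinylated H3(1-18)K9me3 peptide (50 nM) in PBS pH 7.4, 0.01% Tween-20, then compound added for 30 min. AlphaScreen streptavidin donor/nickel chelate acceptor beads (10 ug/mL final), 30 min dark, luminescence read.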
ALOX12 inh: blocks human arachidonate 12S-lipoxygenase | P18054 | purified 12hLO, xylenol orange hydroperoxide absorbance | Potency, µM (top dose mostly 108 µM), for the others: at the highest dose activity change, negative = inhibition, actives largely listed as inhibitors | actives 1.1% (n = 580,000) | AID 1671190; also: potency is read from the fitted curve at half-maximal effect; % is scaled to controls: 0 for no effect and ±100 for the full control effect
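Purified human 12hLO (150 nM final) in 25 mM Hepes, 0.01% Triton X-100, pH 7.0 was preincubated 15 min at room temperature with compound. Then 40 uM arachidonic acid was added, 30 min. Hydroperoxide was read by Fe-XO absorbance ratio 573/405 nm.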
ERG Ets-DNA blk: blocks human ERG Ets domain binding to DNA; P11308; Potency, µM (top dose mostly 76.9 µM), without a hit: at the highest dose FP activity, negative = inhibition, most hits filed as inhibitors; actives 0.028% (n = 370,000); fluorescence polarization, His-ERG Ets domain / labelled DNA; AID 624246; active = well fitted inhibition curve with a large enough effect in the polarisation, with a control signal flat; inconclusive = small, poorly fitted or top-dose-only effect, or effect the other way, or a change in a side signal; inactive = no such curve, though single readings can be large or run the other way; the % refers to the polarisation;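 also: polarization taken with two DNA probes labelled with fluorescein and Texas red; potency is read from the fitted curve at half-maximal effect; % of control where 0% means no effect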
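His-tagged ERG Ets domain (1 uM in the protein solution; 300mM KCl, 50mM Tris-HCl, 1mM EDTA, 1mM DTT, pH 7.5) received compound, then a probe mix of 5 nM fluorescein-DNA and 100nM Texas-615-DNA. Fluorescence polarization was read for both dyes.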
* marks the source's active call; other numbers are inactive results; i = inactive; ? = inconclusive; . = no result given; & = joins results of further samples; ! = not active in a repeat; [ ] = another dose, or the depositor's remark. Unless noted, calls follow the shape of the dose curve; as a rule, active = well fitted curve in the direction sought with a large enough effect; inconclusive = small, poorly fitted or top-dose-only effect, or another doubt; inactive = no such curve, though single readings can be large; an effect the other way counts as inactive or inconclusive. A portion of the library; count on the stated rates, not on these rows.

entry	BAZ2B inh	JMJD2A Tudor	RGS4 inh	PI4K2A inh	G9a inh	GLS inhibitor	HP1b chromo inh	ALOX12 inh	ERG Ets-DNA blk	canonical_smiles
1	-15.6%	0.0%	1.8%	-7.2	2.2%	3.3%	34.6%	10.5%	-4.2%	CC1CCN(S(=O)(=O)c2nnc(NC(=O)COc3ccccc3)s2)CC1
2	3.4%	-14.4%	8.7%	-4.8	-10.8%[59 µM]	-1.7%	40.6%[activator]	-11.4%	-0.3%	COc1cc(C(=O)Nc2ccc(NC(=O)c3ccc(Br)cc3)cc2)cc(OC)c1OC
3	0.7%	-17.9%	12.6%	-10.0	17.8%[59 µM]	-1.9%	18.6%	21.9%	.	COc1ccc(CC2(C)OC(c3ccccc3)=NN2C(C)=O)cc1 (stereo not drawn)
4	-16.5%	-8.6%	-11.9%	-5.5	-2.4%	-0.3%	51.0%[activator]	?	-2.3%	CC1CCc2c(sc3ncnc(NS(=O)(=O)c4cccs4)c23)C1 (stereo not drawn)
5	-18.6%	5.5%	-33.5%	-5.2	0.7%	-5.3%	37.0%	-1.5%	-3.9%	CCc1cc2c(SCC(=O)NC(=O)c3cccn3C)ncnc2s1
6	4.3%	0.0%	-3.4%	-5.2	6.6%[2.33 µM]	-1.9%	24.9%	-2.2%	11.2%	CCN1CCN=C1Nc1ccccc1
7	19.4%	-5.3%	31.5%	3.5	20.1%	15.8%	12.8%	0.0%	-1.2%	CCOc1ccccc1N(CC(=O)Nc1ccc(C)cc1)S(C)(=O)=O
8	.	-6.5%	-32.7%	-6.0	.	1.5%	51.4%[activator]	-2.2%	3.2%	Cc1c(C(=O)OC(C)C)sc(NC(=O)c2cnccn2)c1C(=O)OC(C)C
9	-6.9%	-3.4%	-16.9%	-3.0	-0.3%[59 µM]	5.3%	40.1%	2.3%	-4.8%	COc1ccc(N=C(N)N=C(N)N)c(OC)c1
10	44.7µM*	?	-12.6%[11.4 µM]	-1.6	?	-16.5%	-29.6%	-27.4%	2.5%	O=P(c1ccccc1)(c1ccccc1)c1nc(-c2ccc(Cl)cc2)oc1N1CCOCC1

Following part
entry	BAZ2B inh	JMJD2A Tudor	RGS4 inh	PI4K2A inh	G9a inh	GLS inhibitor	HP1b chromo inh	ALOX12 inh	ERG Ets-DNA blk	canonical_smiles
11	44.7µM*	?	-28.4%	4.0	?	.	-33.6%	-21.9%	-2.0%	Cc1ccnc(Nc2nc(-c3c(C)nc4sccn34)cs2)c1
12	-14.9%	-4.8%	9.5%	1.2	.	-19.1%	45.7%[activator]	-8.8%	8.0%	COc1ccc(NC(=O)C2CCN(S(=O)(=O)c3c(C)noc3C)CC2)cc1
13	?	-16.8%[11.4 µM]	0.7%[11.4 µM]	8.0	50.1µM*	-13.7%	-37.2%	?	-0.8%	O=C(CS(=O)c1ccc(C(F)(F)F)cc1[N+](=O)[O-])Oc1ccccc1 (stereo not drawn)
14	-8.9%	-1.4%	3.3%	-7.9	-2.3%	9.8%	6.4%	-0.1%	4.8%	Cc1cc(NC(=O)CSc2nccn2C)no1
15	1.7%	3.2%	-10.1%	-0.4	-1.5%[59 µM]	-2.7%	33.8%[57 µM]	?	-5.7%	Cc1ccc(NC(=O)C(=O)NCC(c2ccc3c(c2)OCO3)N2CCOCC2)c(C)c1 (stereo not drawn)
16	.	-28.7%	-13.5%	2.4	-27.8%	-10.0%	26.9%	?	12.6%	C(=N\Nc1nc(N2CCCC2)nc(N2CCCC2)n1)/c1ccccc1OCc1ccccc1
17	-5.5%	-7.9%	-15.2%	1.5	-6.5%	6.6%	35.1%[activator]	-10.3%	-2.5%	CCc1nc(SCCO)c2oc3ccccc3c2n1
18	5.4%	-12.5%	12.1%	3.6	.	2.2%	43.9%[activator]	-0.1%	-10.2%	O=C(c1nc2ccccn2c1CNCCOc1cccnc1)N1CCOCC1
19	2.8%	4.3%	-10.4%	1.0	-21.6%	-18.2%	58.8%[activator]	-0.2%	-2.4%	CCOc1ccc(NC(=O)c2ccc(CSc3nnc(C)s3)cc2)cc1
20	-16.8%	-31.3%	-32.6%	-1.8	.	-7.5%	25.5%	i	-2.3%	O=C(Nc1cccc(-c2ccc(F)cc2)c1)C1CCCN(Cc2cccnc2)C1 (stereo not drawn)

Carrying on:
entry	BAZ2B inh	JMJD2A Tudor	RGS4 inh	PI4K2A inh	G9a inh	GLS inhibitor	HP1b chromo inh	ALOX12 inh	ERG Ets-DNA blk	canonical_smiles
21	2.0%	-5.8%	-2.6%	-10.0	-4.1%	4.3%	28.6%	5.1%	23.2%	Cc1cccc(CC(=O)Nc2ccc(C(=O)N3CCCCC3)cc2)c1
22	-5.6%	-25.5%	-11.5%	-10.9	90.7%[activator][59 µM]	21.8%	40.1%[activator]	162.0%[activator]	11.5%	CCCCS/C(N)=N/N=C/c1cc(C)ccc1O
23	?	-6.0%	15.1%	2.2	?	-3.9%	31.1%	2.3%	2.1%	CC(C)Nc1nc(NC(C)C)nc(N(C)C(N)=O)n1
24	-34.0%	-2.7%	-2.5%	-2.6	15.6%	-2.4%	31.8%	39.0%[activator]	-14.8%	CCCCc1cc(=O)oc2cc(C)cc(OCC(=O)NC(Cc3ccc(Cl)cc3)C(=O)O)c12 (stereo not drawn)
25	0.6%	5.8%	-2.8%	-6.7	8.9%	2.8%	26.9%	-3.8%	1.6%	CCC(=O)NC(=S)Nc1ccc(-c2nc3ccc(C)cc3s2)cc1
26	50.1µM*	-2.0%	23.0%	-2.4	?	-23.8%	28.8%	-15.3%	-8.6%	COC(=O)C1=C(C)N(C)C(=O)NC1c1cc2c(cc1[N+](=O)[O-])OCO2 (stereo not drawn)
27	15.8µM*	20µM*	26.7µM*!	?	0.447µM*!	38.8%&-99.1%[activator]	?	?	1.5%	C[C@](N)(Cc1ccc(O)c(O)c1)C(=O)O
28	-1.2%	-7.3%	27.1%	-2.4	5.9%[59 µM]	-10.8%	20.4%	-5.9%	6.2%	COc1cccc(N2CCN(C(=O)Cn3nc(C)n4c(cc5c(OC)cccc54)c3=O)CC2)c1
29	-4.5%	-10.3%	-31.4%	-20.4	?	0.1%	32.9%	-14.7%	-2.7%	CSc1ccccc1NC(=O)c1cnc2n(c1=O)CCS2
30	-3.6%	-9.4%	-19.0%	3.2	22.7%[59 µM]	10.0%	37.6%	211.4%[activator]	-5.8%	NS(=O)(=O)c1ccc(NC(=O)c2ccc(S(=O)(=O)N3CCOCC3)o2)cc1

The listing continues:
entry	BAZ2B inh	JMJD2A Tudor	RGS4 inh	PI4K2A inh	G9a inh	GLS inhibitor	HP1b chromo inh	ALOX12 inh	ERG Ets-DNA blk	canonical_smiles
31	.	-16.0%	-38.6%	0.3	.	1.9%	49.9%[activator]	?	.	O=c1cc(C=NNc2ccc([N+](=O)[O-])cc2)[nH]c(=O)[nH]1
32	?	-32.4%	-18.1%	4.7	50.1µM*	-0.8%	21.4%	-15.6%	-0.6%	Cc1cccc(C)c1Nc1nnc(SCc2cc([N+](=O)[O-])cc3c2OCOC3)s1
33	-10.7%	?	-15.5%	0.0	-9.8%	-1.5%	6.9%	.	-4.0%	CCCCCc1ccc(OCCOCCn2c[n+](C)c3ccccc32)c(CCCCC)c1
34	.	-33.1%	14.6%	0.3	.	4.3%	25.7%	-0.9%	8.7%	Cc1cc(C)c(CN2CCN(C(=O)Cn3cnc4c(OCc5ccccc5)ncnc43)CC2)c(C)c1
35	-15.3%	0.8%	4.6%	1.3	-3.0%	-9.4%	28.3%	3.9%	7.8%	CC(=O)N1CCc2cc(S(=O)(=O)N3CCCCCC3)ccc21
36	-3.6%	-18.6%	-26.7%	-0.6	-17.8%	4.6%	12.0%	2.5%	-2.7%	O=C1CC(c2ccc(F)cc2)Sc2nc(-c3ccccc3)c(-c3ccccc3)n21 (stereo not drawn)
37	7.7%	-4.2%	1.1%	-22.5	8.9%	6.9%	1.4%	2.6%	-1.7%	CCC(C)(C)NC(=O)C(c1ccc(OC)cc1)N(C(=O)CCC(=O)Nc1cc(C)on1)C1CC1 (stereo not drawn)
38	4.5%	-21.8%	13.9%	-1.9	-36.3%	-0.7%	1.6%	?	1.2%	CC(C)CCNC(=O)C(=O)Nc1ccccc1
39	-4.0%	-2.8%	-43.7%	46.8	?	1.3%	65.2%[activator]	-7.1%	-1.9%	CC(C)S(=O)(=O)c1oc(-c2ccc(F)cc2)nc1S(=O)(=O)c1ccccc1
40	-25.2%	?	-8.6%&15.8%	0.5	13.5%[12.7 µM]	10.5%	1.9%&-1.6%	-29.2%	-3.1%	COc1ccc(C(CCN2CCCCC2)c2c(OC)cc(OC)c3c(-c4ccccc4)cc(=O)oc23)cc1 (stereo not drawn)
41	-0.8%	-2.6%	-29.2%	-4.4	32.8%[12.7 µM]	-12.6%	29.3%	8.7%	-1.8%	Cc1sc(NC(=O)c2ccc(Br)s2)c(C(N)=O)c1C
42	?	?	?	2.5&-2.3	7.08µM*!	51.2%[activator]	20.1%	?	-3.6%	C=CCN1CCc2c(cc(O)c(O)c2Cl)C(c2ccccc2)C1 (stereo not drawn)
43	.	-5.7%	-8.7%	4.7	.	6.6%	46.6%[activator]	6.8%	7.1%	C[C@H](CO)N1C[C@H](C)[C@@H](CN(C)C)Oc2c(NC(=O)CCCCCC(=O)Nc3ccccc3N)cccc2C1=O
